# Scp1 inh = inhibitors of human Scp-1 phosphatase; 340,000 compounds, 0.88% hits; Q9GZU7; inhibition, % at 20 µM; Recombinant Scp1, phosphopeptide, malachite green phosphate absorbance;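 active = inhibition above about 50% at 20 µM, limit read from the data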;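 also: plate controls were DMSO wells with enzyme for no effect and wells lacking enzyme for full effect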
# Target sequence (Q9GZU7 76-261 limits assumed): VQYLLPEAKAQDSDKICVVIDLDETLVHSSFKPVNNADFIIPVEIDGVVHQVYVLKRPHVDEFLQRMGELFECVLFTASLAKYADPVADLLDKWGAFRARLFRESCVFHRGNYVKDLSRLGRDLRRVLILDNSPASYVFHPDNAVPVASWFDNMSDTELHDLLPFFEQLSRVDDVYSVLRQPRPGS
#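 System: truncated SCP-1 phosphatase (76-261aa); medium: Tris acetate buffer pH 5.5 with MgCl2 and Tween-20; incubation: 45 min room-temperature reaction, 5 min colour, 30 min stabiliser; compound: single 20 µM dose, 1% DMSO; reagent: Phosphorylated 17-residue peptide substrate; read-out: % inhibition at 20 µM; technique: colorimetric free-phosphate detection, absorbance 630 nm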
# NRP1-CendR mod = NRP-1/CendR interaction modulation. 360,000 compounds, 0.85% hits. FAM-RPARPAR peptide binding to NRP-1, fluorescence polarization. inhibition, % at 25 µM. AID 602438;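 active = inhibition or corrected inhibition above about 18%, plus a signal ratio from 0.5 to 1.5, limit read from the data, passing the limit was not always enough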; also: strong numbers were not always called active
# SUMO1 PPI mod = alters human SUMO1 binding to SIM partners. P63165. SUMO1 binding to a labelled peptide, TR-FRET, 1 h. inhibition, % at 20 µM. 360,000 compounds, 0.33% hits; in the data active = inhibition above about 37%
# Target sequence (P63165 whole entry, looked up): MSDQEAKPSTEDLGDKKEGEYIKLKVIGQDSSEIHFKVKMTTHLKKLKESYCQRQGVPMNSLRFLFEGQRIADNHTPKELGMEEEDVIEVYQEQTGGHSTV
# STEP inh = STEP (human) phosphatase inhibition; recombinant STEP, OMFP fluorogenic substrate, fluorescence; AID 588621; P54829; 360,000 compounds, 0.25% hits; inhibition, % at 20 µM;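 active = inhibition at 20 µM, scaled per plate between control wells, above about 37%, limit read from the data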;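 also: 0% = DMSO with enzyme and substrate and 100% = substrate only without enzyme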
# Target sequence (P54829 whole entry, looked up): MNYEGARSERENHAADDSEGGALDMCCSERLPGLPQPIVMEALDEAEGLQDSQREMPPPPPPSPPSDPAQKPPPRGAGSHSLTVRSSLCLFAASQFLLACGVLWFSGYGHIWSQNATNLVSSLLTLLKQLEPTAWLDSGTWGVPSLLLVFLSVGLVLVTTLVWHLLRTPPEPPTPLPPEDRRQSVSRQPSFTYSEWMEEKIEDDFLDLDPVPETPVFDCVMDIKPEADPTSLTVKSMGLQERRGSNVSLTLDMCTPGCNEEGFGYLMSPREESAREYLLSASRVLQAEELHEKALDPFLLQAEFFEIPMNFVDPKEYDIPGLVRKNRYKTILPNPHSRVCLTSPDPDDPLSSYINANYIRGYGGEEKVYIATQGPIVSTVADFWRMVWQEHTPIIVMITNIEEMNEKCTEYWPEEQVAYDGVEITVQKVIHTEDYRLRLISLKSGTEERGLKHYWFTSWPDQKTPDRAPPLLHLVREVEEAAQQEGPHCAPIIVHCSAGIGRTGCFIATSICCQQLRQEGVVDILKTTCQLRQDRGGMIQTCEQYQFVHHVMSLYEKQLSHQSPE
#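 Measure: Control-normalized % inhibition with plate pattern correction | Test system: STEP phosphatase, cell-free reaction | Medium: pH 6.0 Bis-Tris with DTT and Tween 20 | Technique: Fluorescence, 480/540 nm | Times: Reaction 20 min, ambient temperature | Doses: Single compound dose of 20 µM, 1% DMSO final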
# SKN-1 block = inhibitors of C. elegans SKN-1; 360,000 compounds, 0.49% hits; C. elegans VP596 Pgst-4::GFP/RFP ratio, acrylamide-induced, 24 h; inhibition, % at 21.8 µM;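 active = interference check ratio from 0.5 to 1.5 plus GFP to RFP signal ratio inhibition reaching or exceeding a fixed threshold, cut at about 30% in these data, passing the limit was not always enough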; also: some compounds called inactive have numbers as strong as hits
# NadD inh = inhibitors of Staphylococcus aureus NadD; purified NadD enzyme, colorimetric absorbance read-out; inhibition, % at 20 µM; 360,000 compounds, 0.78% hits; in the data active = inhibition above about 26%; also: some compounds past the cut are filed as inactive
# DNMT1 block = blocks human DNA methyltransferase DNMT1 | P26358 | DNMT1 molecular beacon, Hinp1I cleavage, fluorescence | inhibition (reported as % activation of signal), % at 10 µM | 360,000 compounds, 0.83% hits; in the data active = inhibition above about 50%
# LMPTP block = LMPTP (human) inhibition; 360,000 compounds, 0.22% hits; recombinant LMPTP-A, OMFP fluorogenic substrate, fluorescence intensity; P24666; inhibition, % at 20 µM;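 active = compounds that cut the enzyme signal by at least half of the control window in the single-dose screen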;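 also: plate controls were DMSO wells with enzyme plus substrate for no effect and substrate without enzyme for full effect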
# Target sequence (P24666 whole entry, looked up): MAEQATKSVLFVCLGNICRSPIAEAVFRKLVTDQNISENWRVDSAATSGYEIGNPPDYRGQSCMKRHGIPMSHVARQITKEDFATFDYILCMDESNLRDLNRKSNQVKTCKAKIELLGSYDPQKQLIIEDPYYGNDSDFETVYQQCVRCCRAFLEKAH
#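 Assay system: LMPTP-A, protein tyrosine phosphatase of low molecular weight / Medium: pH 6.0 Bis-Tris buffer with DTT and Triton X-100 / Schedule: 50 min enzyme reaction at room temperature, protected from light / Measured by: endpoint fluorescence intensity from OMFP dephosphorylation / Read-out basis: % inhibition relative to no-enzyme and uninhibited control wells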
# TbMetRS inhib = Trypanosoma brucei MetRS inhibition. purified T. brucei MetRS, ATP depletion, Kinase-Glo luminescence. inhibition, % at 11.9 µM. 360,000 compounds, 0.4% hits;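 active = inhibition above a per-plate cutoff of the control wells' mean inhibition plus 3 SD, cut at about 5.5% in these data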;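 also: 0% = DMSO wells median and 100% = median of wells with control inhibitor compound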
#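 Dosing: 11.9 µM compound single dose, 0.9% DMSO; Assay system: purified T. brucei MetRS enzyme; Measured by: Kinase-Glo luciferase luminescence reporting remaining unconsumed ATP; Schedule: 15 min plus 2 h at 25 °C.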
# Neddylation inh = blocks human cullin neddylation; P61081+Q13564; TR-FRET cullin neddylation, biochemical; calls only at 25 µM; 360,000 compounds, 0.58% hits; AID 651699; in the data active = inhibition above about 36%
# Starred values were filed as active, the others as inactive; i = inactive; x = no result given.
# Order of values: Scp1 inh	NRP1-CendR mod	SUMO1 PPI mod	STEP inh	SKN-1 block	NadD inh	DNMT1 block	LMPTP block	TbMetRS inhib	Neddylation inh
- CCN1C(=O)C2(C(C#N)=C(N)Oc3cc(C)oc(=O)c32)c2ccccc21 (centres undefined)
 : 3	-10	0	4	-4	0	-8	-0.5	-0.8	i
- CC1(C)C(=O)Nc2ccccc2N1C(=O)COc1ncnc2c(Cl)cc(Cl)cc12
 : -11	2	6	1	-8	-2	-3	0.4	0.2	i
- COc1ccc(Cl)cc1NC(=O)COC(=O)C(CC(C)C)N1C(=O)C2CC=CCC2C1=O (centres undefined)
 : -12	-12	0	1	14	-9	-8	6.7	-0.3	i
- O=S(=O)(c1ccc(SCc2c(F)cccc2Cl)nc1)N1CCCC1
 : x	-9	5	2	10	3	2	2.0	0.0	i
- CCOCCCNC(=O)CCCn1nc(C)n2c(cc3sccc32)c1=O
 : 2	-12	-9	1	-8	-4	3	-1.9	-0.1	i
- O=C(NC(=S)NC1C2CC3CC(C2)CC1C3)C12CC3CC(CC(C3)C1)C2 (centres undefined)
 : 4	1	9	1	0	10	1	1.1	-0.6	i
- CCC(=O)c1ccc(OCC(=O)Nc2nc(C)cs2)cc1
 : -5	10	2	2	-6	-1	3	-0.3	-0.2	i
- CCOC(=O)[C@]12CCCC=C1N(Cc1ccc3c(c1)OCO3)C(=O)[C@H](CC(=O)NCc1ccc(C)o1)C2
 : x	10	4	x	1	3	x	0.2	0.1	i
- O=C(CCS(=O)(=O)c1cccs1)N1CCCC1
 : 5	2	2	-4	5	-2	2	-1.5	0.0	i
- CCCSc1nnc(-c2ccccc2NC(=O)CC)c(=O)[nH]1
 : 8	2	-1	-2	-13	0	-3	-1.1	-1.4	i
- COC(=O)c1ccccc1NC(=O)C/C(C)=N/NC(=O)Cc1ccc(Cl)cc1
 : x	23	-4	-1	-11	0	-1	0.1	0.1	i
- CCOC(=O)c1c(C)[nH]c(C)c1S(=O)(=O)NCC1CCN(Cc2cccc(Cl)c2)CC1
 : -9	6	0	-1	-5	-4	-1	0.6	0.7	i
- CCn1cc([N+](=O)[O-])c(C(=O)Nc2ccc(Br)cn2)n1
 : -6	-6	-18	-7	-12	-8	4	3.3	-0.3	i
- Cc1nc2ccc(NC(=O)c3cccnc3)cc2s1
 : -5	-5	0	1	14	2	-4	1.0	0.0	i
- COc1ccccc1OCCC(=O)OCC(=O)Nc1ccc(Br)cc1F
 : -9	-8	-2	1	-13	-5	-1	0.3	-0.6	i
- O=C(Cc1ccc([N+](=O)[O-])cc1)N1N=C(c2ccncc2)CC1(O)C(F)(F)F (centres undefined)
 : -21	10	-2	-1	0	-2	-2	-0.4	-0.3	i
- CCCCn1c(C)cc2cc(O)ccc21
 : -1	-40	-8	-3	-13	11	-24	1.6	-0.9	i
- CC(C)NC(=O)/C(C#N)=C\c1ccc(N(C)C)o1
 : 0	-191	-35	4	11	5	8	13	0.3	i
- Cc1nnc(NC(=O)C2CCN(C(=O)c3ccco3)CC2)s1
 : -1	3	-2	-3	-14	-2	0	-0.9	-0.8	i
- COC(=O)c1cccc(-n2c(C)cc(C=O)c2C)c1C
 : -4	-5	3	-3	6	0	-6	-0.2	-0.1	i
- COc1ccccc1N(CC(=O)Nc1ccccc1)S(=O)(=O)c1cccs1
 : -8	-1	-1	-1	17	-6	-3	0.0	-0.4	i
- COc1ccc(-c2cc(C(F)F)n3ncc(C(=O)n4ccnc4C)c3n2)cc1
 : 11	-16	-12	-2	4	2	6	-0.3	-0.9	x
- O=C(Nc1nnc(-c2ccccn2)o1)c1cccc(Br)c1
 : -8	1	4	1	2	9	4	-1.2	-0.4	i
- COc1cc(/C=C/c2ccc3cccc(O)c3n2)cc(Cl)c1OC
 : 1	-5	-4	3	6	8	-13	6.2	-0.2	i
- CC(C)(C)NC(=O)CN(C(=O)C(=O)Nc1ccc2c(c1)OCCO2)N1CCOCC1
 : -5	9	18	-2	8	0	0	-0.6	-0.4	i
- COC(=O)c1ccc2[nH]c([C@H](C)O)c([C@H](C)O)c2c1
 : -3	-50	2	-1	28	2	-33	-0.1	-0.3	i
- Cc1ccnc(SC2CC(=O)N(c3ccc(F)cc3)C2=O)n1 (centres undefined)
 : 0	1	3	-3	13	-4	-4	-1.2	-0.5	i
- Cn1c(NCCO)nc2c1c(=O)n(Cc1ccc(F)cc1)c(=O)n2C
 : -12	3	6	-1	17	0	-3	-0.5	0.6	i
- Cc1ccc(S(=O)(=O)NC(=O)C2(C)CCN2C(=O)Cc2ccc(-c3ccccc3)cc2)nc1 (centres undefined)
 : x	-4	3	2	16	2	2	-2.0	-0.1	i
- O=C(Nc1ccc2ccccc2c1)c1ccccc1O
 : -5	8	-4	-3	1	-14	1	0.7	0.2	i

# Arranged by SMILES length (largest number first): some entries from above.
# Order of values: Scp1 inh	NRP1-CendR mod	SUMO1 PPI mod	STEP inh	SKN-1 block	NadD inh	DNMT1 block	LMPTP block	TbMetRS inhib	Neddylation inh
- Cc1ccc(S(=O)(=O)NC(=O)C2(C)CCN2C(=O)Cc2ccc(-c3ccccc3)cc2)nc1 (centres undefined)
 : x	-4	3	2	16	2	2	-2.0	-0.1	i
- Cn1c(NCCO)nc2c1c(=O)n(Cc1ccc(F)cc1)c(=O)n2C
 : -12	3	6	-1	17	0	-3	-0.5	0.6	i
- COc1cc(/C=C/c2ccc3cccc(O)c3n2)cc(Cl)c1OC
 : 1	-5	-4	3	6	8	-13	6.2	-0.2	i
- Cc1ccnc(SC2CC(=O)N(c3ccc(F)cc3)C2=O)n1 (centres undefined)
 : 0	1	3	-3	13	-4	-4	-1.2	-0.5	i

# The list continues:
# Order of values: Scp1 inh	NRP1-CendR mod	SUMO1 PPI mod	STEP inh	SKN-1 block	NadD inh	DNMT1 block	LMPTP block	TbMetRS inhib	Neddylation inh
- Cc1cc(=O)oc2c(C(=O)/C=C/c3ccccc3)c(O)ccc12
 : -7	7	0	2	21	-3	4	-2.4	-0.6	i
- N#CCc1nn(-c2ccc(Cl)cc2)c(N)c1C#N
 : -5	-31	10	-3	2	8	-14	0.3	0.6	i
- O=c1c(-c2ccccc2)c(O)c2c(n1-c1ccccc1)CCCC2
 : -2	-8	1	1	12	2	3	-2.2	-0.1	i
- O=C(Nc1ccc(NC(=S)NC(=O)C(c2ccccc2)c2ccccc2)cc1)c1ccccc1
 : -25	-11	1	1	18	18	-6	4.4	-0.3	i
- Fc1ccc2cnc(-c3ccccc3)cc2c1
 : -2	-7	-19	1	26	-1	0	0.0	0.0	i
- CCC(C(=O)NCc1ccco1)n1nc(C)c2c(C)n(-c3ccc(C)cc3)nc2c1=O (centres undefined)
 : -5	6	-1	-1	13	-2	0	-0.6	-0.3	i
- CC1(C)CC(=O)C=C(Nc2cccc(F)c2)C1
 : -12	-18	0	1	-1	-6	-3	-1.5	-0.9	i
- CCc1ccc(N2Cc3ccccc3C2)cc1
 : -2	-6	-7	0	1	13	8	1.7	-0.5	i
- CCC1Cc2c(nc(N)c3c(N)nc(N4CCCCC4)c(C#N)c23)O1 (centres undefined)
 : -7	-24	4	0	11	-3	-9	2.3	-1.1	i
- NC(N)=N/N=C/c1ccc(OCc2ccccc2Cl)cc1
 : 6	9	-146	19	26	-2	0	3.8	-0.7	i
- CC(=O)C(C)Oc1ccc2c3c(c(=O)oc2c1)CCCC3 (centres undefined)
 : -5	-8	-4	1	8	-5	1	-0.9	0.1	x
- Cc1cc(Cl)ccc1OCC(=O)OCC(=O)Nc1ccc(Cl)cn1
 : x	-16	5	0	12	-5	5	0.0	1.6	i
- O=C(Cn1nc(Cl)nc1Cl)c1ccc(F)cc1
 : -8	3	6	0	-5	-5	3	-0.6	0.1	i
- Cc1cc(C)c(S(=O)(=O)N2CCCOC2CNC(=O)C(=O)NCCC2=CCCCC2)c(C)c1 (centres undefined)
 : -1	2	-2	0	-1	-2	-3	-0.3	-1.0	i
- Cc1c(Cl)c([N+](=O)[O-])nn1CCCC(=O)Nc1c(Cl)cccc1Cl
 : -10	3	-14	0	-3	3	-4	-1.7	-0.1	i
- Cc1c(C(=O)O)sc2nc(/C=C/c3cccc(O)c3)[nH]c(=O)c12
 : -9	-15	-6	-2	-4	-2	-1	-0.7	0.2	i
- COc1ccccc1N(CC(O)CN(c1ccccc1)S(C)(=O)=O)S(=O)(=O)c1ccccc1 (centres undefined)
 : -7	6	-1	-3	1	-3	2	-0.3	-1.4	i
- Cc1ccc(F)c(C2=CC(=O)C[C@H](c3ccc(F)cc3)C2)c1
 : 0	-5	-1	1	-4	-3	2	1.7	-0.1	i
- CO/N=C/NC(=O)C1=NOC(CNc2ncc(C(F)(F)F)cc2Cl)C1 (centres undefined)
 : -15	9	-2	-2	12	-3	-3	-0.7	0.2	i
- Cc1cc(C(=O)Cn2nnc(-c3ccc(Cl)cc3)n2)c(C)n1-c1ccccc1
 : -15	-6	3	0	1	-5	-2	2.6	0.1	i
- Cc1c(NC(=O)C(C)OC(=O)CCC2CCCC2)c(=O)n(-c2ccccc2)n1C (centres undefined)
 : -1	-2	6	-4	-7	1	0	-0.7	2.5	i
- O=C(COC(=O)C1=NN(c2ccccc2)C(=O)CC1)Nc1ccc([N+](=O)[O-])cc1C(F)(F)F
 : -5	-1	-25	-1	16	2	1	-1.3	0.3	i
- CCOc1cc(C(=O)N2CCCN(C)CC2)cc(OCC)c1OCC
 : 4	-10	1	-3	-4	-5	1	-3.5	-1.1	i
- COc1ccccc1CC(NC(C)=O)C(=O)NC1CCN(C(=O)Nc2ccc(F)cc2)CC1 (centres undefined)
 : -10	1	38	-1	8	-4	-2	0.0	0.5	i
- CCc1noc(C)c1C(=O)NCCc1ccc(S(N)(=O)=O)cc1
 : 4	12	5	0	-14	1	1	1.6	-0.3	i
- COC(CC(=O)NNC(=S)Nc1ccccc1)OC
 : -1	9	4	-2	4	2	1	-0.2	-0.7	i
- COC(=O)c1ccc(CSc2ccccc2C)o1
 : -3	2	-1	11	13	-8	-2	0.1	-0.8	i
- CC1CC(C(=O)Nc2ccccc2)C(=O)O1 (centres undefined)
 : -10	7	5	2	-10	-3	2	-1.5	1.9	i
- CC(C)(O)[C@@H]1Cc2c(ccc3ccc(=O)oc23)O1
 : 1	2	-1	0	2	1	1	-1.5	-0.3	x
- CNCC(O)COc1ccccc1 (centres undefined)
 : -8	0	-3	-3	-14	-1	4	-0.7	-0.1	i
- CC(CCN1CCC(n2nccc2NC(=O)c2ccccc2Cl)CC1)c1ccccc1 (centres undefined)
 : 1	8	1	-2	-1	-3	-3	0.1	-0.4	i
- COc1ccc(N2CCN(C(=O)C3Cc4ccccc4CN3C(=O)c3ccccc3)CC2)cc1 (centres undefined)
 : -3	0	0	1	-3	15	-5	1.5	-0.1	i

# Bioassay records as filed in PubChem BioAssay.
